# Screening results (PubChem)
# KLF5 inh – kruppel-like factor 5 inhibition; 0.23% of 290,000 active; DLD-1 KLF5 promoter-luciferase reporter, luminescence; inhibition, % at 5 µM;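 active means inhibition above a per-plate limit of that plate's mean compound inhibition plus 3 SD, cut at about 60% in these data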;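 further: 0% = DMSO wells and 100% = LY294002 at 200 µM; higher means less KLF5 promoter-driven luciferase light; inactives centre near -14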
# GSK3B inh – inhibitors of human GSK3beta kinase; P49841; GST-GSK3beta kinase, ADP-Glo luminescence, 60 min; hits give low values; activity score (negative = inhibition), % at 10 µM; 0.038% of 300,000 active;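 active means more than half of replicate wells score below -50%, meaning over 50% inhibition versus plate controls; inconclusive means some replicates but at most half score below -50%; inactive means no replicate scores below -50%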;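 further: 0% = median DMSO wells and -100% = median GW8510 positive control wells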
# Target sequence (P49841 whole entry, looked up): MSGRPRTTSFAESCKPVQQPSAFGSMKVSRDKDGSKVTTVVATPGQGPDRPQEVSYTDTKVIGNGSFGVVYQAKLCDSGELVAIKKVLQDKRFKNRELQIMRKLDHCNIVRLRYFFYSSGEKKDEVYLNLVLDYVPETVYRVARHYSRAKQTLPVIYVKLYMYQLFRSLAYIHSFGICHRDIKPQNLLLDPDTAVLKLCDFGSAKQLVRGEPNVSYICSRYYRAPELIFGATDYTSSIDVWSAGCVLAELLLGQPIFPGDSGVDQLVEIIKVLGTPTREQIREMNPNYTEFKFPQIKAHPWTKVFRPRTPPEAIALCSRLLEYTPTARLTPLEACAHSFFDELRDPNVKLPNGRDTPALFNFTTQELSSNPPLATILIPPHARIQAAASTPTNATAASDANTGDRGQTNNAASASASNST
#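 Test system: GST-tagged human GSK3beta kinase, cell-free; evaluation: activity score scaled between in-plate DMSO and GW8510 controls; measured by: ADP-Glo luminescence; incubation: 60 min reaction, RT; benchmarks: DMSO and 20 µM GW8510; reagent: peptide substrate plus 25 µM ATP (final); medium: Tris/MgCl2 kinase buffer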
# HSP90 refold inh – inhibitors of HSP90 luciferase refolding in rabbit reticulocyte lysate | inhibition, % at 5.6 µM | luciferase refolding luminescence, 3 h | 0.91% of 290,000 active;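 active means inhibition above the screen-wide mean plus 3 SD, computed separately per campaign, cut at about 16% in these data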;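 further: 0% = DMSO wells and 100% = 60 µM geldanamycin wells; inhibitors lower the luminescence because luciferase stays unfolded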
# HSF-1 act – increases HSF-1 driven luciferase reporter signal. NIH3T3-HGL HSF-1 luciferase reporter, MG132, 8 h; 100% = twice DMSO control signal. activation, % at 9 µM. 1.7% of 300,000 active. AID 504408;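 active means mean replicate activation of at least 50% with a set share of replicates each reaching 50%; inconclusive means only one of those two conditions met; inactive means mean below 50% and too few replicates reaching it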;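 further: 0% = median of the neutral control wells and 100% = twice that signal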
# aSyn UTR inh – 5' untranslated region of α-synuclein, MLPCN primary screen. alpha-synuclein 5'UTR reporter, inhibitor activity. inhibition, % (tested at 7.5 µM). 0.82% of 300,000 active. AID 1813; in the data active means inhibition above about 60%; inconclusive means no clear call, values can overlap the other calls;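 further: H4 neuroglioblastoma cells stably carrying SNCA 5'UTR luciferase fusion; 0% = DMSO wells and 100% = positive control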
# IEC-6 tox – counter-screen for KLF5 inhibitors: cytotoxicity in IEC-6 cells; IEC-6 cytotoxicity, luminescence viability; inhibition, % at 5 µM; 0.78% of 290,000 active; in the data active means inhibition above about 22%;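 further: 0% = plate median of test compound wells and 100% = cytotoxic reference compound wells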
# Platelet DG rel – modulates dense granule release in human platelets; human platelet-rich plasma, SFLLRN dense granule ATP release, luminescence; AID 1663; inhibition, %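 (compounds screened at 7.5 µM in platelet-rich plasma)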; 0.22% of 300,000 active;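 active means mean replicate score, as percent of positive control, at or above 50; inconclusive means mean below 50 but at least one replicate at or above 50; inactive means mean and every replicate below 50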
# GSK3 alpha inh – blocks human GSK-3 alpha kinase. P49840. ADP-Glo luminescence, 60 min. inhibition, % at 10 µM. 0.1% of 320,000 active. AID 2650;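 in the data active means inhibition above about 50%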;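 further: GST-tagged GSK-3 alpha with peptide substrate and 25 µM ATP; 0% = DMSO neutral wells and 100% = GW8510 positive control wells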
# Target sequence (P49840 whole entry, looked up): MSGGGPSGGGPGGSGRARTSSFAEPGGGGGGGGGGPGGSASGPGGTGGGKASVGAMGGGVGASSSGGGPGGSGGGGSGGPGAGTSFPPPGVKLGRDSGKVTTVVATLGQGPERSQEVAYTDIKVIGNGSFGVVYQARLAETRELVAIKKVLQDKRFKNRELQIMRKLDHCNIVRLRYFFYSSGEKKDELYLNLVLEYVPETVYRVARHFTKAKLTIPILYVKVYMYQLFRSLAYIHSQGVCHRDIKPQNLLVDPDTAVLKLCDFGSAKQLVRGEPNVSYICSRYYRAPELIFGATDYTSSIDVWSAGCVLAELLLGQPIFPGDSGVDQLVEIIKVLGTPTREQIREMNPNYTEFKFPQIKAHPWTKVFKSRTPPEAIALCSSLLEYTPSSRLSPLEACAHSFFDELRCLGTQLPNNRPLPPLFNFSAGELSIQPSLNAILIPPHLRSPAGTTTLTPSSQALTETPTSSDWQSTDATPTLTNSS
# Dyrk1A ADPGlo – blocks rat Dyrk1A kinase activity; Q63470; ADP-Glo luminescence, NFATc1 peptide; inhibition, % at 12.5 µM; 0.43% of 310,000 active; in the data active means inhibition above about 50%;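 further: plate controls were vehicle with enzyme for no effect and no enzyme for full effect; many of its hits are not listed in these tables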
# HSF1 inhib – HSF1 inhibition; NIH3T3-HGL HSE-luciferase, MG132-induced, luminescence 8 h; hits give low values; 0.77% of 300,000 active; AID 2098; activity change, negative = inhibition, % at 7.5 µM (by protocol);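 active means more than half of replicate wells show activity change below -50%, luminescence cut by over half; inconclusive means some wells, but at most half, below -50%; inactive means no replicate well below -50%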;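 further: luciferase reports HSF-1 transcriptional activity via heat shock element; 0% = median of DMSO wells and -100% = zero luminescence signal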
# * hit, by the source's call; ? = inconclusive; nt = no result given. Some of the compounds tested; count on the stated rates, not on these rows.
no.	Structure	KLF5 inh	GSK3B inh	HSP90 refold inh	HSF-1 act	aSyn UTR inh
1	CCn1cc(C(=O)NCc2ccco2)c(=O)c2cc(S(=O)(=O)N3CCCCCC3)ccc21	4	-4	-1	29	35
2	CC1Cc2ccccc2N1S(=O)(=O)c1cccc(C(=O)NCCCn2ccnc2)c1 (centres undefined)	-27	-6	0	24	13
3	CSc1ccc(CN2CCCC(CNC(=O)c3ccc(F)cc3)C2)cc1 (centres undefined)	2	0	5	3	6
4	COc1cc2c(=O)n(CCCC(=O)NCC3CCCO3)c(=O)n(CC(=O)c3ccc(F)cc3)c2cc1OC (centres undefined)	-19	3	1	-1	10
5	Cc1ccc(Nc2nc(N)nc(CN3CCN(Cc4ccc5c(c4)OCO5)CC3)n2)cc1C	-4	-1	-2	1	36
6	Cc1ccc(NC(=O)CSc2ccc3nnc(CCNC(=O)c4ccccc4)n3n2)c(C)c1	-12	2	3	-9	6
7	OCCC1CN(Cc2ccccc2-c2ccco2)CCN1Cc1ccsc1 (centres undefined)	-27	3	-1	14	13
8	CCCn1c(=O)c(C(=O)NNC(=O)c2ccccc2[N+](=O)[O-])c(O)c2ccccc21	13	2	-7	-17	3
9	COc1cc2c(cc1OC)-c1cc(Nc3cccc(C)c3)nc(=O)n1CC2	-38	2	1	-9	40
10	O=C1CCC(C(=O)NCc2ccc3c(c2)OCO3)N1 (centres undefined)	-7	3	4	-9	4
11	Cc1ccc(NC(=O)CSc2nnc(Cn3c(=O)sc4ccccc43)n2C)cc1Cl	-27	2	-2	17	15
12	COc1ccc(CCNC(=O)c2c(C)nn(-c3ccccc3)c2Cl)cc1OC	-42	-2	1	27	28

no.	IEC-6 tox	Platelet DG rel	GSK3 alpha inh	Dyrk1A ADPGlo	HSF1 inhib
1	18	-6	1	5	3
2	4	0	0	13	-4
3	2	-1	0	nt	9
4	2	21	-2	-13	-6
5	1	21	nt	nt	-5
6	-2	11	-3	4	0
7	1	-13	0	-13	0
8	-3	3	0	-2	0
9	3	86*	0	0	-9
10	-2	-11	-1	nt	-1
11	4	-3	nt	15	8
12	2	-6	-2	1	7

# Additional entries
no.	Structure	KLF5 inh	GSK3B inh	HSP90 refold inh	HSF-1 act	aSyn UTR inh
13	N#Cc1ccccc1NC(=O)c1cc(=O)c2ccccc2o1	-20	3	-4	-6	-37
14	Cn1c(N2CCC(C(N)=O)CC2)nc2c1c(=O)n(Cc1ccc(Br)cc1)c(=O)n2C	0	0	4	4	14
15	COCCn1c(=S)[nH]c2cc(C(=O)NCCCN3CCOCC3)ccc2c1=O	-2	-3	4	3	-6
16	CCOc1ccc(-n2c(SCC(=O)NC(C)CC)nc3n[nH]c(C)c3c2=N)cc1 (centres undefined)	-14	-1	3	14	14
17	COc1ccc(Br)cc1[C@H]1[C@H]2C=CC[C@@H](C)[C@@H]2C(=O)N1Cc1ccccc1	nt	-3	nt	-1	11
18	COCCCNC(=S)N/N=C/c1ccc(O)cc1O	-12	2	-6	6	-7
19	CCN1CCN(c2cc3c(cc2F)c(=O)c(C(=O)O)cn3C2CC2)CC1	6	1	2	-10	-27
20	Cc1ccccc1N1CCN(CCN2C(=O)CC(=C3c4ccccc4-c4ccccc43)C2=O)CC1	-13	2	-1	8	-1
21	Cc1ccc(CNC(=O)C2CC(c3cccc([N+](=O)[O-])c3)=NO2)cc1 (centres undefined)	-4	-2	0	-9	11
22	CCN1CCN(c2oc(COc3ccc(-c4ccccc4)cc3)nc2C#N)CC1	-5	2	-1	-8	-1
23	CCOc1cc(N2CCOCC2)c(OCC)cc1NC(=O)COC(=O)COc1cc(C)cc(C)c1	nt	0	nt	2	12
24	Cc1ccccc1N1CCN(Cc2ccc([N+](=O)[O-])o2)CC1	-11	nt	10	-1	-2

no.	IEC-6 tox	Platelet DG rel	GSK3 alpha inh	Dyrk1A ADPGlo	HSF1 inhib
13	-1	5	-5	-3	-1
14	4	-3	1	5	-4
15	6	-2	3	-2	-3
16	8	-7	0	-2	10
17	nt	0	nt	0	5
18	-3	-7	4	nt	5
19	1	-1	-5	-3	-1
20	1	-1	-1	-6	-2
21	-1	2	-3	-6	1
22	0	-4	-2	9	-6
23	nt	-8	-3	26	-5
24	-1	-2	-1	-6	-4

# An excerpt of these results, tab-delimited:
item	structure	KLF5 inh	GSK3B inh	HSP90 refold inh	HSF-1 act	aSyn UTR inh	IEC-6 tox	Platelet DG rel	GSK3 alpha inh	Dyrk1A ADPGlo	HSF1 inhib
10	O=C1CCC(C(=O)NCc2ccc3c(c2)OCO3)N1 (centres undefined)	-7	3	4	-9	4	-2	-11	-1	nt	-1
11	Cc1ccc(NC(=O)CSc2nnc(Cn3c(=O)sc4ccccc43)n2C)cc1Cl	-27	2	-2	17	15	4	-3	nt	15	8
12	COc1ccc(CCNC(=O)c2c(C)nn(-c3ccccc3)c2Cl)cc1OC	-42	-2	1	27	28	2	-6	-2	1	7
13	N#Cc1ccccc1NC(=O)c1cc(=O)c2ccccc2o1	-20	3	-4	-6	-37	-1	5	-5	-3	-1
14	Cn1c(N2CCC(C(N)=O)CC2)nc2c1c(=O)n(Cc1ccc(Br)cc1)c(=O)n2C	0	0	4	4	14	4	-3	1	5	-4

# The list continues:
no.	Structure	KLF5 inh	GSK3B inh	HSP90 refold inh	HSF-1 act	aSyn UTR inh
25	O=[N+]([O-])c1ccc(C2=Nn3c(Cn4nnc5ccccc54)nnc3SC2)cc1	4	-5	-5	1	14
26	CCCS(=O)(=O)N1CCCC(C(=O)NC2CCCCC2)C1 (centres undefined)	-26	0	3	-11	6
27	S=C(Nc1ccccc1Cl)N(CCCN1CCOCC1)Cc1ccco1	-2	1	-1	-16	28
28	CC(=O)Nc1ccc(CN2CCN(CC(C)C)C(CCO)C2)cc1 (centres undefined)	-33	1	-3	37	13
29	CCOc1ccccc1CN1CCC(Oc2ccc(C(=O)NCc3ccccn3)cc2)CC1	-8	2	-3	16	-26
30	CC(OC(=O)CCc1ccccc1)C(=O)Nc1ncc(Cl)cc1Cl (centres undefined)	-5	0	-1	5	-1
31	COc1ccc(N2C(=O)CC(NCc3ccc(F)cc3)C2=O)cc1 (centres undefined)	-6	0	4	-10	-3
32	C/C(Cn1nnc2ccccc21)=N\NC(=O)c1ccc(Br)cc1	-14	-2	2	9	-9
33	Cc1ccc(S(=O)(=O)NNC(=O)c2ccc(O)cc2)cc1	18	-2	3	12	15
34	COc1ccc(NC(=O)O/N=C/c2c(C)nn(C(C)(C)C)c2C)cc1	12	0	33*	-73	24
35	Cc1ccc(OCC(=O)N2CCN(C(=O)Cc3ccccc3)CC2)cc1	3	4	-3	10	12
36	CNC(=O)Cn1c(C)cc(=O)c2cccc(C)c21	7	0	2	5	9

no.	IEC-6 tox	Platelet DG rel	GSK3 alpha inh	Dyrk1A ADPGlo	HSF1 inhib
25	-2	-4	4	-3	10
26	-2	-3	3	-1	12
27	-7	?	-3	0	3
28	-4	6	-2	-5	8
29	-4	-2	nt	-8	-4
30	2	-8	1	-6	-7
31	6	-11	-4	5	-8
32	10	2	nt	-8	16
33	-2	-10	-1	nt	2
34	-3	7	-5	nt	-71*
35	-1	1	-5	6	-1
36	-3	-2	0	nt	-12

# New compounds follow
no.	Structure	KLF5 inh	GSK3B inh	HSP90 refold inh	HSF-1 act	aSyn UTR inh
37	Cc1cccc(-n2c(C)cc(/C=C3/C(=N)N4C(c5ccccc5)=CSC4=NC3=O)c2C)c1	-13	2	1	-9	-25
38	Cc1ccc(-n2ncc3c(=O)n(CC(=O)NCc4ccco4)cnc32)cc1C	-2	-1	-2	5	15
39	CCN1CCN(CCn2c(=S)[nH]c3cc4c(cc3c2=O)OCO4)CC1	10	-6	2	-1	-6
40	CCC(Oc1ccccc1)C(=O)Nc1ccc(-c2nnc(-c3ccco3)o2)cc1 (centres undefined)	-134	3	2	4	-97
41	Cc1ccc(S(=O)(=O)N(C)C)cc1NC(=O)c1sccc1Cl	-3	-2	2	8	8
42	Cc1cccc(CN2CCNC2=O)c1	-27	0	3	-77	-9
43	Nc1nonc1-n1nnc(C(=O)N/N=C/c2cccc(Cl)c2)c1CN1CCCC1	nt	2	nt	1	-1
44	CCN1CCCC1CNS(=O)(=O)c1ccc(Cl)c(C(F)(F)F)c1 (centres undefined)	-21	2	-4	3	5
45	COc1cccc(OC)c1OCCCOc1ccc(C)cc1Br	11	1	-3	1	-6
46	CC(C)[C@H](NC(=O)[C@@H]1Cc2ccccc2CN1C(=O)OC(C)(C)C)C(=O)NCC1CCCO1 (some centres undefined)	-12	3	-1	14	-2
47	Cc1sc(=NC(=O)c2ccco2)n(C)c1-c1ccc(Cl)cc1	-41	0	-4	15	-101
48	COCCCN1C(=O)C(=O)/C(=C(/O)c2ccc(OC(C)C)cc2)C1c1cccnc1 (centres undefined)	-10	2	-1	-4	-3

no.	IEC-6 tox	Platelet DG rel	GSK3 alpha inh	Dyrk1A ADPGlo	HSF1 inhib
37	-4	-13	-9	-6	-16
38	0	11	1	4	-6
39	1	-1	2	-3	-3
40	-5	-2	0	4	4
41	5	-8	-4	7	5
42	5	10	1	0	-71*
43	nt	-2	20	-6	-7
44	-2	5	0	nt	1
45	-4	1	-2	-2	3
46	2	-6	-1	-6	1
47	2	0	0	30	7
48	-4	-2	-4	9	1

# (further entries)
no.	Structure	KLF5 inh	GSK3B inh	HSP90 refold inh	HSF-1 act	aSyn UTR inh
49	Cc1ccc([N+](=O)[O-])c(OCCN2CCc3ccccc3C2)c1	-45	5	0	9	-26
50	CN(CC(=O)Nc1ccc(F)cc1Cl)Cc1cccs1	3	-2	-2	18	-19
51	CCN(CC(=O)Nc1ccc(NC(C)=O)cc1)C(=O)C1CC(=O)N(CCc2ccc(OC)c(OC)c2)C1 (centres undefined)	nt	-1	nt	-2	-5
52	c1ccc(Cc2nn[nH]n2)cc1	-31	2	2	12	-5
53	COc1ccc(C(=O)COC(=O)COc2cc(C)cc(C)c2)cc1	-48	3	1	-2	-5
54	CCOC(=O)C1=C(C)N=c2s/c(=C/c3ccc(OCC(=O)O)c(OC)c3)c(=O)n2C1c1ccc(Cl)cc1 (centres undefined)	nt	3	nt	21	9
55	COc1ccc(Nc2nc3cc(C)ccc3cc2C#N)c(OC)c1	0	-3	-1	-12	10
56	O=C(/C=C/c1cn(-c2ccccc2)nc1-c1cccnc1)N1CCCCC1	-35	2	-2	-1	-25
57	O=C(CCN1C(=O)/C(=C/C=C/c2ccccc2)SC1=S)Nc1cccnc1	-5	-2	4	-7	-45

no.	IEC-6 tox	Platelet DG rel	GSK3 alpha inh	Dyrk1A ADPGlo	HSF1 inhib
49	4	3	-3	-5	1
50	-7	0	-2	-1	9
51	nt	nt	-2	10	-2
52	-3	4	-1	2	-5
53	-3	-14	0	7	-8
54	nt	16	0	nt	4
55	-3	4	nt	3	-2
56	-3	11	4	-1	2
57	3	-3	1	-1	5
